p53ts 39C kill: qHTS Screen for Compounds that Selectively Target Cancer Cells with p53 Mutations: Cytotoxicity of p53ts Cells at the Nonpermissive Temperature; AID 902, 2007; 130,000 compounds, 1.5% hits; H1299-p53A138V viability at 39C, ATP luminescence, 24 h; Potency, µM (highest dose often 46.1 µM), inactives show at the highest dose activity change, negative = cell killing, most hits filed as cytotoxic; also: nearly all actives have a fitted effect of over 55% in size
IkB sig inh: IkB Signaling; Potency, µM (titrated, usually from 57.1 µM), for the others: at the highest dose IkBa stabilization activation; 110,000 compounds, 0.04% hits; ABC-DLBCL IkBa-CBG/CBR dual luciferase ratio, 4 h; response scale: scaled: untreated 0%, proteasome inhibitor 100%; active = well fitted curve in the direction sought with a large enough effect in the signal ratio, not every such curve was filed as active; inconclusive = small, poorly fitted or top-dose-only effect, or a change in a side signal; the % refers to the signal ratio;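 also: the direction sought is a rising ratio; 0% = basal untreated cells and 100% = reference inhibitor full response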
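Curves were fitted separately to fusion (green), unfused (red) and ratio luminescence, then classed by r2, magnitude and activity. Cells: OCI-Ly3, 4 h compound plus doxycycline at 37C; 10 uM MG-132 defined full response.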
p53ts 32C tox: qHTS Screen for Compounds that Selectively Target Cancer Cells with p53 Mutations: Cytotoxicity of p53ts Cells at the Permissive Temperature | H1299-p53A138V at 32C, ATP luminescence viability, 24 h | Potency, µM (top dose mostly 46.1 µM), inactives show at the highest dose activity change, negative = cytotoxicity, hits mostly cytotoxic | 130,000 compounds, 0.93% hits;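 also: 0% = DMSO and -100% = full killing by reference compound; nearly all actives have a fitted effect of over 55% in size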
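H1299-p53 A138V cells (temperature-sensitive p53) exposed 24 h to up to 46 uM compound at 32C, where p53 is wild-type in conformation. Viability read as ATP luminescence and normalised to DMSO and 100 uM tamoxifen. AC50 fitted with the Hill equation.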
Imprint erasure: qHTS Assay for Compounds that Induce Erasure of Genomic Imprints; mouse ES Peg3-LacZ reporter, beta-gal luminescence, 40 h; Potency, µM (top dose mostly 60.7 µM), without a hit: at the top dose activity change, positive = activation, hits mostly activators; 110,000 compounds, 0.02% hits; AID 1948, 2009;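 also: 0% = negative control wells on the plate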
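Readout: BetaGlo luminescence (5 min, room temp) for LacZ from the normally silent maternal Peg3 allele in female Peg3LacZ-Neo ES cells. Cells 300/well, 40 h, 37C, 5% CO2. Data normalized per plate to negative controls.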
* hit, by the source's call; ? = inconclusive; nt = not tested or not shown; [ ] = another dose, or the depositor's remark. Unless noted, calls follow the shape of the dose curve; as a rule, active = well fitted curve in the direction sought with a large enough effect; inconclusive = small, poorly fitted or top-dose-only effect, or another doubt; inactive = no such curve, though single readings can be large; an effect the other way counts as inactive or inconclusive. Unless noted, % is scaled to controls: 0 for no effect and ±100 for the full control effect; potency is read from the fitted curve at half-maximal effect.

mol | Imprint erasure | p53ts 39C kill | p53ts 32C tox | IkB sig inh
COCCCNC(=O)CCS(=O)(=O)Cc1ccc(C)cc1 | 0% | 5% | -2% | 2.1%
C#CCN1C(=O)C(O)(CC(=O)c2cccc(OC)c2)c2ccccc21 (stereo not drawn) | ? | 6% | 10% | -1.6%
O=C(c1ccccc1F)N1CCN(c2cccc(C(F)(F)F)c2)CC1 | -13% | -21% | -16% | 1.1%
CCCC(=O)N1c2nc(C(C)C)nn2C2(CCCCC2)[C@@H]2CCCC[C@@H]21 | -10%[10.9 µM] | 4% | 3% | ?
CCc1nn(CC(=O)NCCc2ccc(OC)c(OC)c2)c(=O)c2cc3occc3n12 | -7%[10.9 µM] | -10% | 3% | -1.5%
CCOC(=O)C1=C(CSc2nccn2C)NC(=O)NC1c1ccc2c(c1)OCO2 (stereo not drawn) | -2% | 7% | 18% | 0.1%
CCC1Oc2ccc(C)cc2N(CC(=O)NCc2cc(OC)ccc2OC)C1=O (stereo not drawn) | -1% | 13% | 4% | 0.1%
Cc1nnc(NC(=O)c2nc(SCc3ccccc3F)ncc2Cl)s1 | 26%[10.9 µM] | 0% | 13% | ?
CCc1ccc2[nH]c(=O)c(CN(Cc3ccc4c(c3)OCO4)C(=O)c3ccco3)cc2c1 | nt | -9% | -12% | 10%
CCOC(=O)c1ccc(S(=O)(=O)N2CCN(S(=O)(=O)CC)CC2)cc1 | -3% | 12% | 1% | -0.9%

(more compounds)
mol | Imprint erasure | p53ts 39C kill | p53ts 32C tox | IkB sig inh
O=C(O)c1ccccc1/C=N\N=C1c2ccccc2-c2ccccc21 | -14%[10.9 µM] | -10%[9.22 µM] | -4%[9.22 µM] | 0.1%[11.4 µM]
Cc1nc2ccc(NC(=O)Cc3cccs3)cc2s1 | -41%[inhibitor] | 10µM* | 16µM* | 2.6%
COc1ccc(-n2c(Cc3cccn3C)nnc2SCC(=O)N2CCCC2)cc1 | -8% | 6% | 0% | 3.6%
Cc1nc(-c2ccc(F)cc2)sc1CCNC(=O)c1cccs1 | -2%[10.9 µM] | -3% | -3% | 4.0%
O=C(Nc1ccc(OC(F)(F)F)cc1)c1noc2c1CCCC2 | -18%[10.9 µM] | 10% | -7% | 3.7%
Oc1c(C(c2ccccc2)N2CCCC2)sc2nc(-c3ccco3)nn12 (stereo not drawn) | 9%[10.9 µM] | 1% | 5% | -1.5%
CO[C@@H]1COC(=O)C/C=C\[C@@H](C)COC(=O)[C@H](COCc2ccccc2)NC(=O)C/C=C\[C@H]1C | nt | 6%[9.22 µM] | 1%[9.22 µM] | nt
Cc1nn(-c2ccc(C(=O)Nc3nnc(C4CC4)s3)cc2)c(C)c1Cl | -15% | -3% | 2% | 0.0%
O=C(CSc1ccccc1)NCc1ccco1 | nt | -2% | 13% | nt
Cc1cccc(N2CCN(C(=O)c3noc4c3COc3ccc(C)cc3-4)CC2C)c1 (stereo not drawn) | -7%[10.9 µM] | 21% | 6% | -0.2%

Three entries out of the list above, ordered by their value in IkB sig inh, rising.
molecule	IkB sig inh
COc1ccc(-n2c(Cc3cccn3C)nnc2SCC(=O)N2CCCC2)cc1	3.6%
O=C(Nc1ccc(OC(F)(F)F)cc1)c1noc2c1CCCC2	3.7%
Cc1nc(-c2ccc(F)cc2)sc1CCNC(=O)c1cccs1	4.0%

More records follow.
mol | Imprint erasure | p53ts 39C kill | p53ts 32C tox | IkB sig inh
CCn1c(C(C)NC(=O)c2cccs2)nc2ccccc21 (stereo not drawn) | -3% | 9% | 2% | 3.4%
Cc1cc2c(c(=O)o1)C1(C(=O)N(CC(=O)O)c3ccccc31)C(C#N)=C(N)O2 (stereo not drawn) | -7% | 3% | -7% | 2.5%
Cc1ccc(N(CC(=O)O)S(=O)(=O)c2cccc3nonc23)cc1 | -12% | -12% | -18% | 0.6%
CCOC(=O)c1sc(=S)n(-c2ccc(F)c(F)c2)c1N | 5% | 7% | 0% | -1.7%
O=C(Nc1cccc(F)c1)c1cccc(S(=O)(=O)N2CCOCC2)c1 | -22% | 13% | -2% | 4.1%
Cc1ccc2nc3sc(C(=O)Nc4ccc(F)cc4)cc3cc2c1 | -5%[10.9 µM] | -14% | 8% | ?
CC(C)Oc1ccccc1NC(=O)CSc1nccn1C | -12%[10.9 µM] | 5% | 8% | ?
CCOC(=O)CN1C(=O)NC2NC(=O)NC21 (stereo not drawn) | 4% | 1% | -1% | -0.6%
O=C(CSc1nnc(-c2ccccc2)o1)N1CCN(c2ccccc2)CC1 | -16% | -6% | 4% | 5.7%
O=c1c(-c2ccc(Cl)cc2)coc2c(CN3CCOCC3)c(O)ccc12 | -13% | 3% | -15% | -1.7%

Additional results:
mol | Imprint erasure | p53ts 39C kill | p53ts 32C tox | IkB sig inh
Cc1cccc(C(=O)NCC(=O)OCc2cc(=O)n3nc(C4CCCCC4)sc3n2)c1 | -7%[10.9 µM] | -26% | -1% | -0.9%
CCC(=O)N1c2nc(-c3ccco3)nn2C2(CCCCC2)[C@@H]2CCCC[C@@H]21 | -12%[10.9 µM] | -16% | 10% | -1.9%
O=C(Nc1cccc(O)c1)c1cc(-c2ccccc2F)no1 | -4%[10.9 µM] | -4% | 0% | ?
c1nc(N2CCCC2)c2[nH]cnc2n1 | 10% | 22% | 57%[activator] | -2.1%
COc1ccc(C(=O)NCC(c2cccnc2)N2CCN(c3ccc(F)cc3)CC2)cc1 (stereo not drawn) | -12%[10.9 µM] | ? | ? | -3.4%
CCNC(=O)C1(c2ccccc2)CCCC1 | -4% | 0% | -5% | -0.9%
O=C1NCCCC1C(=O)NCCN1C(=O)CCC1=O (stereo not drawn) | -2% | 5% | 2% | 1.5%
CCN(CC)C(=O)Cn1c(=O)cc(C)c2c(C)nn(-c3cccc(Cl)c3C)c21 | -7%[10.9 µM] | 10% | 10% | ?
COC(=O)CCCC[C@@H]1SC[C@@H]2NC(=O)N[C@@H]21 | 8% | -5% | 8% | nt
O=C(Nc1cc(C(F)(F)F)ccc1Cl)c1cc(-c2cccs2)nc2ccccc12 | -10%[10.9 µM] | 19% | -6% | ?

(more compounds)
mol | Imprint erasure | p53ts 39C kill | p53ts 32C tox | IkB sig inh
CCOC(=O)c1c(S(=O)(=O)N2CCC(C(=O)NCc3ccc(F)cc3)CC2)c(C)n(C)c1C | -9%[10.9 µM] | 15% | -2% | 0.4%
Cc1cc(NC(=O)CCC(=O)N(CC(=O)NC2CCCC2)c2ccccc2)no1 | nt | 16% | -4% | nt
COc1ccc(-c2[nH]nc3nc(-c4cc(Br)ccc4OC)cc(C(=O)O)c23)cc1 | -12%[10.9 µM] | 2% | -6% | 0.8%
O=C(OCC(=O)N1CCN(c2ccccc2)CC1)c1cccc(Cl)c1 | nt | 4% | 22% | nt
Cn1cc(S(=O)(=O)N2CCN(Cc3ccccc3)CC2)c(=O)n(C)c1=O | 14% | 23% | -5% | -1.3%
COc1cc2ccccc2cc1C(=O)Nc1ccc2oc(-c3cccc(C)c3)nc2c1 | -16%[10.9 µM] | -9% | -8% | 13%
COC(=O)C1(C)C=CC2(CCCCC2)N1C(C)=O (stereo not drawn) | 12% | -1% | -3% | nt
COc1ccc(F)cc1S(=O)(=O)NCCc1sc2nc(-c3ccc(F)cc3)nn2c1C | 13%[10.9 µM] | 1% | -4% | ?
CCOc1ccc(NC(=O)CN(c2ccccc2OCC)S(=O)(=O)c2ccccc2)cc1 | -13%[10.9 µM] | 6% | 1% | ?
COc1cccc(NC(=O)Cn2c(=O)n(Cc3ccc(F)cc3)c(=O)c3sc4ccccc4c32)c1 | -12%[10.9 µM] | -12% | -3% | 0.8%

Next structures.
mol | Imprint erasure | p53ts 39C kill | p53ts 32C tox | IkB sig inh
N=P(N1CCOCC1)(N1CCOCC1)C12CC3CC(CC(C3)C1)C2 | -6% | 2% | 6% | 0.5%
COc1cccc(CNC(=O)c2ccc3nc(N4CCCCC4)sc3c2)c1OC | -10%[10.9 µM] | -18% | -15% | ?
Cc1ccc(S(=O)(=O)N2CC(O)CC2C(=O)Nc2ccc3c(c2)CCC3)cc1 (stereo not drawn) | -16% | -8% | 0% | 2.7%
Nc1nc(SCCc2ccccc2)c2[nH]cnc2n1 | -6%[10.9 µM] | 27%[9.22 µM] | 10%[9.22 µM] | 0.4%[11.4 µM]
C=CCOC(=O)CCCC(=O)NC1CCCCC1 | nt | -1% | 2% | nt
CCS(=O)(=O)c1ncc(N(Cc2ccco2)Cc2sccc2C)c(C(=O)Nc2ccc(C)cc2C)n1 | -21%[10.9 µM] | -15% | 9% | 2.0%
Cc1ccc(Cl)cc1N1CCN(S(=O)(=O)c2ccc3[nH]c4c(c3c2)CCCCC4)CC1 | -12%[10.9 µM] | 14% | 14% | ?
Nn1c(SCC(=O)NC2CCCCC2)nnc1C1CC1 | 10% | 0% | -2% | 0.2%
COc1ccccc1C(O)P(=O)(OC(C)C)c1ccc(N(C)C)cc1 (stereo not drawn) | -8% | -7% | -1% | -2.6%
COc1ccc(OC)c(NC(=O)Cn2cnc3c(cnn3-c3ccccc3)c2=O)c1 | -11% | 2% | -3% | 1.1%

Remaining list, next part
mol | Imprint erasure | p53ts 39C kill | p53ts 32C tox | IkB sig inh
Cc1nc2sc(C(c3ccc(C(C)C)cc3)N3CCN(CCO)CC3)c(O)n2n1 (stereo not drawn) | ? | 3% | -7% | -0.9%
Cc1ccc(Nc2ccc3cc(S(=O)(=O)N4CCC(C)CC4)ccc3n2)c(Cl)c1 | -10%[10.9 µM] | -15% | -4% | -1.0%
COc1cccc(C2=CC(c3cccc(OC)c3OC(F)F)n3nnnc3N2)c1 (stereo not drawn) | -35%[inhibitor] | -18% | -9% | ?
CC(=O)N1CCC(N(C(=O)Nc2ccc(C)c(F)c2)C(C)C)CC1 | -7%[10.9 µM] | 6% | 4% | -2.0%
O=C(Cn1cccc1C(=O)c1ccccc1)NCc1ccccc1Cl | -11%[10.9 µM] | -26% | 1% | 3.4%
COc1ccc(NS(=O)(=O)c2ccc(NC(=O)C3CCCO3)cc2)cc1 (stereo not drawn) | -11% | -5% | -2% | 2.0%
C=CCN1C(=O)CSC1=Nc1cccc(O)c1 | -5% | 7% | 10% | -3.9%
O=C(Nc1ccccc1C(=O)OCc1cc(=O)n2ccsc2n1)c1cccc(F)c1 | -3%[10.9 µM] | -11% | 4% | 4.0%
COc1ccccc1Oc1ccc(S(=O)(=O)N2CCOCC2)cc1S(=O)(=O)N1CCOCC1 | -1% | 1% | 20% | 5.8%
CCOC(=O)C1CCCN(C(=O)C2CCN(S(=O)(=O)c3c(C)noc3/C=C/c3ccc(C)cc3)CC2)C1 (stereo not drawn) | -12%[10.9 µM] | -10% | -2% | -2.5%

Additional entries follow:
mol | Imprint erasure | p53ts 39C kill | p53ts 32C tox | IkB sig inh
COc1ccc(-n2c(=O)c3sc4ccccc4c3n(C)c2=O)cc1 | -11%[10.9 µM] | -1% | -8% | -0.4%
COc1cc(OC)cc(C(=O)Nc2ccc(S(=O)(=O)Nc3onc(C)c3C)cc2)c1 | -9%[10.9 µM] | 25% | 7% | ?
COc1ccc(C(=O)Nc2cc(=O)n(C)c(=O)n2C)cc1OC | -12% | 9% | 7% | 1.9%
CC(C)Oc1ccc(CNCC2(O)CCOC(C)(C)C2)cc1 (stereo not drawn) | -14% | 6% | 11% | -0.2%
CCOC(=O)c1c(S(=O)(=O)NCC(=O)Nc2cc(C)ccc2C)c(C)n(C)c1C | -15%[10.9 µM] | 14% | -1% | -0.2%
O=C(Cn1nnc(-c2ccccc2NC(=O)c2ccco2)n1)Nc1ccccc1 | -10% | -17% | -14% | -0.9%
CSc1nc2sc3c(c2c(=O)n1-c1ccccc1)CCC(C(C)(C)C)C3 (stereo not drawn) | -14%[10.9 µM] | 25% | -2% | 5.8%
CCc1ccccc1NC1c2ccccc2C(=O)N1Cc1ccco1 (stereo not drawn) | -17% | 13% | 12% | -3.4%
Cc1cc(C)nc(-n2nc(C)c3c2N(Cc2ccccc2)C(=O)CC3c2ccc(Cl)cc2)n1 (stereo not drawn) | -5%[10.9 µM] | 24% | 5% | ?
